ARFGAP1 inhibitor – inhibitors of rat ARFGAP1; Q62848; Arfgap1-stimulated ARF1 GTP hydrolysis, GDP FP detection; inhibition, % at 16.5 µM; 360,000 compounds, 0.26% hits; AID 651572;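 active means inhibition above a per-plate limit, mean inhibition of low control wells plus 3 SD, cut at about 25% in these data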;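 further: 0% = DMSO wells with enzyme and 100% = wells lacking Arfgap1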
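material = rat Arfgap1 catalytic domain, aa 1-136 | also added = human ARF1(Δ1-17)-GTP substrate | compound dosing = one concentration, 16.5 µM, DMSO 1.26% | times = GTP hydrolysis reaction 2 h at 25 °C | measured by = FP, GDP Alexa 633 tracer displaced from anti-GDP antibody, 620/688 nm | evaluation = percent inhibition of Arfgap1-stimulated GTP hydrolysis | replication = single well per compound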
ASAP1 inh – ASAP1 ArfGAP inhibition; ASAP1-stimulated ARF1 GTP hydrolysis, GDP FP detection; inhibition, % at 16.5 µM; 360,000 compounds, 0.19% hits; in the data active means inhibition above about 25%;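 further: 0% = vehicle with enzyme and substrate and 100% = no enzyme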
SMARCA2 activ – SMARCA2 function activation, primary screen. AID 652017. activation, % at 9.1 µM. MG213 cells, MMTV-luciferase reporter, dexamethasone, overnight. 370,000 compounds, 1% hits; in the data active means activation above about 7.8%;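 further: 0% = vehicle wells and 100% = reference activator wells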
mABHD4 FP – inhibits mouse alpha/beta hydrolase domain 4 | 370,000 compounds, 0.54% hits | purified mABHD4, FP-Rh probe fluorescence polarization | Q8VD66 | inhibition, % at 8.92 µM | AID 720543;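 active means inhibition exceeding the mean over every tested compound plus 3 SD, cut at about 30% in these data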;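 further: 0% = plate median of compound wells and 100% = S159A mutant with DMSO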
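Doses – 8.92 µM, single dose · Material – wild-type mouse ABHD4 protein · Replication – single well per compound (singlicate) · Measure – percent inhibition of probe binding, normalized to plate controls · Schedule – 45 min compound pre-incubation plus 60 min probe step, 25 °C · Detection – fluorescence polarization with parallel and perpendicular emission, 525/598 nm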
GC-B act – GC-B (human) receptor activation; P20594; HEK293-GC-B cells, CNP EC30, cGMP TR-FRET; 0% at EC30 CNP, 100% saturating CNP; activation, % at 10 µM; 370,000 compounds, 0.11% hits;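 active means activation at 10 µM reaching about 35% in either raw or pattern-adjusted values, limit read from the data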
Rev-erbA mod – modulators of human Rev-erb alpha DNA binding; activity, % at 10 µM; AID 1259318; 370,000 compounds, 0.79% hits; Rev-erbα–FITC-DNA binding, fluorescence polarization, 90 min; P20393;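 active means activity above about 14%, limit read from the data; passing the limit was not always enough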;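 further: 0% = DMSO wells with 35 nM protein and 100% = DMSO wells with 750 nM protein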
NPR1 activator – GC-A (human) enzyme activation | HEK293 GC-A cells, cGMP TR-FRET, EC30 ANP; 0% at EC30 ANP, 100% saturating ANP | activation, % at 10 µM | AID 1671463 | P16066 | 370,000 compounds, 0.14% hits; in the data active means activation above about 40%
Target sequence (P16066 whole entry, looked up): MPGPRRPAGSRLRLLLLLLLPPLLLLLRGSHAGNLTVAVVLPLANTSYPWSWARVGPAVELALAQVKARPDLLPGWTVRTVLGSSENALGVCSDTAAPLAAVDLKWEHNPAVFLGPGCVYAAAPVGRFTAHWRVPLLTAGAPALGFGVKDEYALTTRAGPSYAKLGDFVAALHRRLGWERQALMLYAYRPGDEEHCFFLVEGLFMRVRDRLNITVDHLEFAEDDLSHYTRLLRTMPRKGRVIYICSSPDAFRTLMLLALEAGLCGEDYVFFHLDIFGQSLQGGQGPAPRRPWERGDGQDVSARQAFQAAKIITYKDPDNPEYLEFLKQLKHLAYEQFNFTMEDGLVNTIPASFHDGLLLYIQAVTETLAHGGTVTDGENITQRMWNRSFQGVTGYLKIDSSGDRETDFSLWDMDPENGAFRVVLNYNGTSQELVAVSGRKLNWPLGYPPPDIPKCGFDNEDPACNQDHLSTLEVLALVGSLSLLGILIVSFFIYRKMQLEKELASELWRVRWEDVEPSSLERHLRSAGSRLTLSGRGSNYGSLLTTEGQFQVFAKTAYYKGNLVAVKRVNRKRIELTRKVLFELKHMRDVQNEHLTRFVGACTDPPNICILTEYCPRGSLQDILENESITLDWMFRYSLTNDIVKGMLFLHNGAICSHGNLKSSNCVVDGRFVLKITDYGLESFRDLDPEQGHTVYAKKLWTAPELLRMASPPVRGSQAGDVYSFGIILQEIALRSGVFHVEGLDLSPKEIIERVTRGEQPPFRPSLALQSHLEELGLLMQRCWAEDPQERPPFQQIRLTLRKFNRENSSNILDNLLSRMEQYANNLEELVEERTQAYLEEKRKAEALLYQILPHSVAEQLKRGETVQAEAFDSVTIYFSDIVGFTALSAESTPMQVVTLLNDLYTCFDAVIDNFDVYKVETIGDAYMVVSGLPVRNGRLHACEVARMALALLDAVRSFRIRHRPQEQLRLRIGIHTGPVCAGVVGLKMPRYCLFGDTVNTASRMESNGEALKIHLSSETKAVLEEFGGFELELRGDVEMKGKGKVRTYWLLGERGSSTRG
HTRA1 inh – inhibitors of human serine peptidase HTRA1; Q92743; recombinant HTRA1, FP-rhodamine activity-based probe, fluorescence polarization; inhibition, % at 5.96 µM; 340,000 compounds, 0.5% hits; AID 504803; in the data active means inhibition above about 36%;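 further: 0% = enzyme with DMSO and 100% = wells lacking enzyme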
rCAG binder – r(CAG) repeat RNA binding. TO-PRO-1 dye displacement fluorescence. 370,000 compounds, 1.3% hits. inhibition, % at 3 µM. AID 651821;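 active means inhibition above the plate cutoff, the mean of all test compounds on that plate plus 3 SD, cut at about 35% in these data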;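 further: 0% = DMSO alone and 100% = 100 µM mitoxantrone as full dye displacement; higher means more dye released from RNA so lower well fluorescence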
PG9 binder – binds the HIV-1 gp120 antibody PG9. TR-FRET gp120-PG9 antibody binding. inhibition, % at 6.7 µM. 360,000 compounds, 0.43% hits. AID 624416; in the data active means inhibition above about 8.5%
Starred values were filed as active, the others as inactive; x = not tested or not shown; & = joins results of further samples.

A first look (two entries):
compound	ARFGAP1 inhibitor	ASAP1 inh	SMARCA2 activ	mABHD4 FP	GC-B act	Rev-erbA mod	NPR1 activator	HTRA1 inh	rCAG binder	PG9 binder
COc1ccc(CCOC(=O)c2ccc(NC(=O)CC#N)cc2)cc1	-1	0	1	-21	5	7	0	-40	11	-1.8
Cc1ccc(NC(=O)CNc2ccccc2N2CCCC2=O)cc1S(=O)(=O)N1CCCCC1	-4	-1	-3	-3	2	-3	-2	1	4	0.3

The whole of this part, from the start:
compound	ARFGAP1 inhibitor	ASAP1 inh	SMARCA2 activ	mABHD4 FP	GC-B act	Rev-erbA mod	NPR1 activator	HTRA1 inh	rCAG binder	PG9 binder
COc1ccc(CCOC(=O)c2ccc(NC(=O)CC#N)cc2)cc1	-1	0	1	-21	5	7	0	-40	11	-1.8
Cc1ccc(NC(=O)CNc2ccccc2N2CCCC2=O)cc1S(=O)(=O)N1CCCCC1	-4	-1	-3	-3	2	-3	-2	1	4	0.3
Cc1cc(C)c(C)c(N=Nc2nc3ccccc3n2C)c1C	12	5	-5	40*	-10	3	-14	37*	-1	-2.7
CC(NC(=O)c1ccc(CS(=O)(=O)c2cccc(C(F)(F)F)c2)o1)c1ccc2c(c1)OCCO2 (stereo unspecified)	15	2	-4	-6	-1	-1	0	-3	-1	-0.2
COc1ccccc1CCn1cnc(-c2ccc(OC)c(OC)c2)c1CC(C)C	-2	2	-9	6	0	3	0	x	0	0.8
CN(C)c1ccc(/C=N/NC(=O)c2cnc3ccccc3c2)cc1	4	16	-1	-1	-5	4	-13	0	0	-4.9
CNC(=O)Nc1ccc(Cl)cc1	7	-4	6	1	x	x	x	0	4	1.1
O=C(Nc1cccc2cccnc12)c1ccc(Br)o1	1	2	-3	-1	-3	-3	-4	-16	7	0.8
CCOc1ccccc1NC(=S)Nc1ccc2cn[nH]c2c1	-3	19	-4	-9	-5	-5	0	3	1	0.6
COc1ccc(C(=O)O)cc1NC(=S)NC(=O)/C=C/c1ccc(C(C)C)cc1	-3	-2	0	-42	-11	-4	-6	-27	57*	-0.4
CCn1c(=NC(=O)C2COc3ccccc3O2)sc2c(C)ccc(OC)c21 (stereo unspecified)	-5	0	3	-11	-12	7	-6	-4	0	-2.3
COc1ccc(CN(C)S(=O)(=O)c2ccc3c(c2)OCCO3)cc1	-10	-5	0	-16	-1	-5	-5	-12	1	-3.5
CCC(=O)Nc1nnc(SCc2cccc(F)c2)s1	8	2	-2	-3	2	4	3	-3	-3	-0.8
Fc1ccccc1-c1n[nH]c(=S)n1/N=C/c1c[nH]c2ccccc12	2	2	-4	2	-5	-3	-4	-5	18	-1.6
Oc1ccc(CCc2ccccn2)cc1	8	-4	-2	-2	1	7	4	2	4	0.7
Cc1nc2sccn2c(=O)c1S(=O)(=O)N1CCN(c2ccccc2F)CC1	11	18	1	-9	-1	6	-2	x	-1	-0.3
c1ccc(-c2ccc(C3=Nn4c(nnc4-c4cccs4)SC3)cc2)cc1	6	-5	-3	-32	0	8	-5	x	10	0.4
CCc1nc(NCc2ccccc2)c(C#N)c2c1CCCC2	-3	-2	-1	1	1	10	0	0	1	0.1
CCC(=O)N1N=C(c2ccc(C)o2)CC1c1ccc(N(C)C)cc1 (stereo unspecified)	12	6	-1	-6	0	8	1	-7	-5	-1.4
CCOc1ccccc1NC(=O)Nc1c(C)n(-c2ccccc2)c(=O)n1C	1	9	-1	8	3	0	5	-3	-1	2.1

Additional entries:
compound	ARFGAP1 inhibitor	ASAP1 inh	SMARCA2 activ	mABHD4 FP	GC-B act	Rev-erbA mod	NPR1 activator	HTRA1 inh	rCAG binder	PG9 binder
c1ccc2sc(NC3=NCN(C4CCCCC4)CN3)nc2c1	x	x	x	x	-3	5	-2	5	x	x
COC(=O)C1CCN(C(=O)c2ccccc2Oc2ccccc2)CC1	18	5	-1	1	-1	-6	2	0	-5	-0.1
Cc1ccc(C2C(C#N)=C(N)Oc3cc(N)ccc32)cc1 (stereo unspecified)	4	5	-1	20	4	6	25	11	21	1.0
CCOC(=O)c1[nH]c(C)c(C(=O)N2CCN(C(=O)OCC)CC2)c1CC	-1	4	-1	3	2	4	0	2	-2	-3.1
Cc1cccc(NC(=O)CSc2nnc(CNC(=O)c3ccc(S(=O)(=O)N(C)C)cc3)n2-c2ccc(F)cc2)c1	6	9	-3	2	-5	1	-5	-8	4	0.7
CCc1ccc(NC2CC(=O)N(c3ccc(OC)cc3OC)C2=O)cc1 (stereo unspecified)	-6	-1	-1	6	0	-6	3	-1	0	-1.8
COc1ccc(OCCCC(=O)Nc2ccc(OC)c(S(=O)(=O)N3CCOCC3)c2)cc1	-1	-13	2	6	-2	0	-3	-6	14	-0.8
Cc1ccsc1C(=O)OCC(=O)NCc1ccccc1	-8	4	5	2	-3	6	-3	0	0	-1.1
COCCOC(=O)CC1=NC(=O)CS1	12	-5	0	-1	5	-1	4	0	-1	1.1
Cc1ccccc1-c1cc2nc(-c3ccc([N+](=O)[O-])cc3)cc(=O)n2[nH]1	-7	-2	1	4	-11	-6	-1	-1	4	-1.9
CCC(C)Nc1c([N+](=O)[O-])cc(C)cc1[N+](=O)[O-] (stereo unspecified)	-11	3	-2	-5	4	5	-2	0	-2	0.0
Cc1onc(C(=O)N2CCOCC2)c1[N+](=O)[O-]	2	5	-6	7	6	0	10	2	3	0.4
COc1ccc(NC(=S)Nc2ccccc2C(F)(F)F)cc1	2	-4	-3	-5	3	-5	-2	3	1	1.9
CCN1CCCCC(NC(=O)c2cc(OC)c(OC)c(OC)c2)C1=O (stereo unspecified)	x	x	-4	-4	8	0	3	x	1	x
CCN(C(=O)CSc1nc2ccccc2n1CC(C)C)c1c(N)n(Cc2ccccc2)c(=O)[nH]c1=O	3	-11	3	4	0	-2	-1	-2	1	-3.1
CCOC(=O)c1cc2sccc2n1CC(=O)c1ccc2c(c1)OCCO2	2	0	-3	-16	-2	-3	9	-34	-5	0.3
Cc1ccc(CNC(=O)CSCC(=O)O)cc1	8	9	-2	0	9	-3	2	5	1	-0.1
COC(=O)N1Cc2ccnnc2CC1c1ccccc1-c1ccc(OC)cc1 (stereo unspecified)	-4	-6	-4	6	-5	-1	-7	x	3	-2.2
Cc1nc2c(cc1N)nc(C)n2Cc1ccccc1	-4	-8	-3	3	2	4	1	8	2	1.1
COc1ccc(C(=O)Nc2ccc(NC(=O)C3CC3)nc2)cc1	0	6	3	7	3	2	-3	1	-1	-2.2

Next section.
compound	ARFGAP1 inhibitor	ASAP1 inh	SMARCA2 activ	mABHD4 FP	GC-B act	Rev-erbA mod	NPR1 activator	HTRA1 inh	rCAG binder	PG9 binder
CCCNC(=O)C1(C)CCCN(C(=O)c2cc(C)n(C(C)(C)C)n2)C1 (stereo unspecified)	11	-14	-2	4	7	-12	8	x	0	-0.5
COc1ccc(CC(=O)N(Cc2ccccc2)c2cccc(C)c2)cc1OC	1	-5	1	-4	-4	-2	-6	-4	-7	-1.2
Cc1ccccc1C(=O)N1CCC(C(=O)N2CCN(c3ncccn3)CC2)CC1	-6	0	-3	-4	-1	-5	0	8	-6	-1.0
O=C(O)Cn1cnc2scc(-c3cccs3)c2c1=O	-14	13	-4	4	-5	2	0	1	5	-0.4
CCN(CC(=O)Nc1ccccc1OC)C(=O)CCOc1ccc(C(C)(C)C)cc1	-11	0	-2	-4	2	0	-1	-21	-6	-0.1
COc1cc(OC)cc(C(=O)N[C@H](C(=O)OCC(=O)Nc2ccc3c(c2)OCO3)C(C)C)c1	8	-4	6	-1	-7	3	-6	13	0	-0.7
O=S(=O)(N(Cc1ccccc1)[C@@H](CO)Cc1ccccc1)N(Cc1ccccc1)[C@@H](CO)Cc1ccccc1	6	6	1	-8	-5	4	-2	-8	2	1.0
O=C(NCc1cccnc1)c1ccc([N+](=O)[O-])cc1	10	9	-2	3	-2	-1	0	8	-3	-3.3
Fc1ccc(-[n+]2nc(Nc3ccccc3)sc2-c2c3ccccc3cc3ccccc23)cc1	-11	6	-2	29	-9	-4	-8	8	18	-1.0
CCOc1ccc(-c2nnc(-c3ccccc3)o2)cc1	4	11	6	4	-20	-5	-25	-4	4	0.4
COc1ccccc1CNC(=O)[C@@H]1CCCN1S(=O)(=O)c1ccc(Cl)cc1	14	1	-2	2	-1	0	-6	2	-6	0.5
O=C(NCc1ccco1)Nc1c(Cl)cc(Cl)cc1Cl	-11	-14	-4	-3	-2	-2	-2	x	2	-1.8
Cc1nn(CC(C)C)c(Cl)c1C(=O)N(C)CC(=O)Nc1ccc(Cl)cc1	6	-17	-6	-1	3	5	2	2	-2	-1.1
COC(=O)C1=C(C)N(C)C(=NCC2CC2)NC1CCc1ccccc1 (stereo unspecified)	11	5	-1	3	-6	-3	-1	x	7	-0.4
Cc1ccc(S(=O)(=O)N(C)CC(=O)Nc2cccc3c2CCCC3)cc1	6	6	-1	1	-4	5	0	0	0	-0.2
O=C(N/N=C/c1cc([N+](=O)[O-])ccc1N1CCNCC1)c1ccc([N+](=O)[O-])cc1	0	16	-1	7	4	-3	8	5	21	0.8
COC(=O)c1ccc(NC(=O)COC(=O)C2CC(=O)N(Cc3ccccc3)C2)cc1 (stereo unspecified)	11	-12	-1	-2	-2	1	3	3	-5	-1.8
COc1cc(/C=N/NC(=O)c2ccncc2)ccc1OC(C)=O	-1	13	-1	-6	-2	-4	-2	5	-3	-1.3
CCS(=O)(=O)c1nc(S(=O)(=O)c2ccc(Cl)cc2)c(NCCN2CCOCC2)s1	20	8	-1	7	-2	-6	-2	9	-1	-0.7
O=[N+]([O-])c1cccc(CON=Cc2ccccc2O)c1	-14	-5	5	-7	-3	3	2	-13	3	2.2

Part of the list above, showing only ASAP1 inh, GC-B act and Rev-erbA mod.
canonical_smiles	ASAP1 inh	GC-B act	Rev-erbA mod
Cc1nn(CC(C)C)c(Cl)c1C(=O)N(C)CC(=O)Nc1ccc(Cl)cc1	-17	3	5
COC(=O)C1=C(C)N(C)C(=NCC2CC2)NC1CCc1ccccc1 (stereo unspecified)	5	-6	-3

Later entries
compound	ARFGAP1 inhibitor	ASAP1 inh	SMARCA2 activ	mABHD4 FP	GC-B act	Rev-erbA mod	NPR1 activator	HTRA1 inh	rCAG binder	PG9 binder
COc1ccc(-n2cnnc2SCC(=O)N(C)c2ccccc2)cc1	0	0	1	4	-4	-3	-4	4	-5	-1.1
CC1(C)OC(C(N)=O)C(C(N)=O)O1 (stereo unspecified)	-6	6	-2	-5	2	1	1	-4	5	-1.9
O=C1c2ccccc2C(c2nnnn2Cc2ccccc2)N1Cc1cccc(F)c1 (stereo unspecified)	3&-2	1&-5	1&-3	0&2	-3&2	-1&-1	1&0	x	1&2	0.5&0.9
O=C(O)c1c2c(nc3ccc(S(=O)(=O)N4CCC(C(=O)NC5CCCCCC5)CC4)cc13)CCCC2	8	1	-3	24	-7	-2	-3	5	36*	1.2
c1ccc(Cn2nnc3c(NCCN4CCOCC4)ncnc32)cc1	-3	-7	-3	0	1	-4	3	1	-6	-0.8
COCn1ccnc1C(=O)c1ccco1	8	7	-3	7	4	-4	0	-2	1	0.7
COc1cc(/C=C2\SC(=S)N(CC(=O)NC(C)(C)C)C2=O)cc(OC)c1OC	2	11	-4	-19	6	-1	-2	-16	13	-4.2

High-throughput results deposited in PubChem by several laboratories.
